Rat MKP-3 inhibitors = MKP-3 phosphatase inhibitors, primary screen, biochemical, rat enzyme, in vitro (AID 425) | inhibition, % at 20 µM; hits with a dose series show IC50 in µM | 110,000 compounds, 0.17% hits | recombinant MKP-3 phosphatase activity, fluorescence; higher % means a stronger effect; in the data active = inhibition above about 50%;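 note: plate controls were vehicle for no effect and reference inhibitor for full effect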
Hsp70 inhibitors = Hsp70 inhibitors, probe displacement, primary screen, biochemical, fluorescence polarization (AID 583); Hsp70 fluorescence polarization probe displacement, mP; higher % means a stronger effect; one-dose displacement, % at 20 µM; IC50 in µM for titrated hits; 140,000 compounds, 0.06% hits; in the data active = displacement above about 50%;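 note: plate controls were vehicle for no effect and reference ligand for full effect; a part of the inactive calls stands beside numbers as strong as those of hits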
The depositor's hits bear a star. Only part of the results is shown (hit frequency here may not be typical).

SMILES | Rat MKP-3 inhibitors | Hsp70 inhibitors
C[C@]12CC[C@H]3[C@@H](CCC4=CC(=O)CC[C@@]43C)[C@@H]1CC[C@@H]2C(=O)CO | -4% | 4.7%
Cc1nnc(NS(=O)(=O)c2ccc(N)cc2)s1 | 2% | 5.5%
COC(=O)c1ccccc1NC(=O)CCOc1ccccc1 | 4% | -4.5%
CN(C)CCCN1c2ccccc2Sc2ccccc21 | -1% | -0.6%
O=C(N/N=C\c1ccc[nH]1)c1cccs1 | -1% | 2.6%

Some of these compounds in order of SMILES length, low to high:
SMILES | Rat MKP-3 inhibitors | Hsp70 inhibitors
Cc1nnc(NS(=O)(=O)c2ccc(N)cc2)s1 | 2% | 5.5%
COC(=O)c1ccccc1NC(=O)CCOc1ccccc1 | 4% | -4.5%
C[C@]12CC[C@H]3[C@@H](CCC4=CC(=O)CC[C@@]43C)[C@@H]1CC[C@@H]2C(=O)CO | -4% | 4.7%

Source: PubChem (Sanford-Burnham Center for Chemical Genomics)
